# Pf Dd2 growth: inhibitors of Plasmodium falciparum Dd2 growth | P. falciparum Dd2 growth, SYBR Green, 72 h | Potency, µM (titrated, usually from 28.9 µM), inactives show at the top dose activity, negative = inhibition, hits mostly inhibitors | 120,000 tested, 4.3% active | AID 1347417; active = well fitted inhibition curve with a large enough effect; inconclusive = small, poorly fitted or top-dose-only effect; inactive = no such curve, though single readings can be large or run the other way;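 also: plate controls were DMSO vehicle for no effect and reference drug for full effect; nearly all actives have a fitted effect of over 65% in size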
#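 Infected erythrocytes (Dd2, 0.3% parasitemia, 2.5% hematocrit final) are added to compound in RPMI-1640/Albumax II medium, grown 72 h at 37C in low oxygen, then lysed with saponin/Triton-X containing SYBR Green and read by fluorescence.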
# Active calls of the source: *; i = inactive; ? = inconclusive; [ ] = remark or other dose. Potency is read from the fitted curve at half-maximal effect. Some of the compounds tested. The share of hits here may be higher or lower than overall.
SMILES,Pf Dd2 growth
Cc1ccc(C(=O)N2CCc3sc(C(=O)NCc4ccc(F)cc4F)cc3C2)cc1,-14.3%
O=C(NC[C@@H]1CCCN1)C1CCN(c2nc(-c3ccccc3)nc3c2CCC3)CC1,?
Cc1ccc(CCNC(=O)CCSCc2ccccc2F)cc1,42.5%[activator]
c1ccc(CC2=NOC3(CCN(C4COC4)CC3)C2)cc1,136.0%[activator][44.1 µM]
COc1ccc(CC(=O)Nc2ccc(=O)n3c2[C@@H]2C[C@@H](CN(C(=O)Nc4ccc(F)cc4)C2)C3)cc1,14.2%
Cc1c2cnn(CC(=O)NC(C)C)c(=O)c2c(C)n1Cc1cccc(Cl)c1,-14.4%
OC1(CN2CCC(CCn3cccn3)CC2)CNCCOC1 (configuration not stated),-13.6%
COCCN1C(=O)CS(=O)(=O)C12CCN(C(=O)c1ccc(C)cc1)CC2,4.9%
O=C(O)C[C@@H]1CCN(C(=O)C2CCC2)C[C@@H]1CCN1CCN(c2cccc(C(F)(F)F)c2)CC1,-5.3%
Cc1noc(C)c1C(=O)N1CCC2(CC1)CN([S+](C)(=O)[O-])Cc1ccccc1O2,?
COc1cccc(NC(=O)c2sc3nc(C)c(C(=O)Nc4ccc(C)cc4C)c(-c4ccc(Br)cc4)c3c2N)c1,8.91µM*
Cc1ccc(NC(=O)C2CCCN(S(=O)(=O)c3cccc4cccnc34)C2)c(C)c1 (configuration not stated),?
COc1ccccc1OCCNC(=O)[C@@H]1COCC(=O)N1Cc1ccc(F)cc1,?
COCCCNc1ncnc2c1cnn2-c1ccc(F)cc1,-14.9%
CN1C[C@H]2CN(Cc3ccc(C(F)(F)F)cc3)CCN2C1=O,10.3%[44.1 µM]
Cc1nc2scc(CC(=O)N3CCCCC3)n2c(=O)c1-c1cc(C)n(-c2ccc(F)cc2)n1,i
COc1ccc(-c2cn3nc(N4CCCC(C(=O)Nc5ccc(C)c(C)c5)C4)sc3n2)cc1 (configuration not stated),-13.8%
CC(=O)N1CCc2nn(CC(=O)N3CCc4ccccc43)c(=O)cc2C1,-18.4%
CCCn1ccc2sc(C)c(C(=O)O)c2c1=O,?
Cc1cc2ncc(C(=O)NCCc3ccccc3)cn2n1,-11.2%[44.1 µM]
CC(C)=CCN1CCCC2(Cc3ccccc3CNC2=O)C1 (configuration not stated),10µM*
COc1ccccc1N1CCN(C(=O)CCS(=O)(=O)c2ccc3c(c2)oc(=O)n3C)CC1,i
Cc1ccccc1CN1C[C@H](O)C[C@H]1c1nc(C2CC2)no1,i
Cc1cc(Br)cc(C)c1NC(=O)c1cnc2ccccn2c1=O,-15.8%
Cc1cccc(CSCCNC(=O)CN(c2ccccc2)S(=O)(=O)N(C)C)c1,-8.5%
C#CCN(C)C(=O)C[C@@H]1c2nc(NC(=O)COC)sc2C[C@@H]2[C@](C)(CO)[C@H](O)CC[C@]21C,0.9%
CNC(=O)N1CCC(Cc2ncc(C)n2CCOC)C1 (configuration not stated),1.5%
CSc1ncc(CN2CCCN(S(=O)(=O)N3CCCC3)CC2)cn1,-11.1%
COc1ccc(-c2cc(C(=O)Oc3ccc(C)cc3)c3ccccc3n2)cc1,64.6%[activator]
CC1(C)N=C(c2ccc(F)cc2)C(=O)N1CC(=O)Nc1ccccc1Cl,36.8%[activator]
CCCCc1nn2c(=O)cc(COC(=O)c3ccccc3NC(=O)C3CCCCC3)nc2s1,-17.5%
OCCC1CCN(c2ccc(-c3nc(CCCc4ccccc4)no3)cn2)CC1,-30.2%
COc1cccc(CN[C@H]2[C@H](O)[C@H](O)C[C@@H]2c2ccc(C(F)(F)F)nc2)c1,-19.3%[44.1 µM]
COc1ccc(N2C(=O)C3(CCCCC3)C2C(=O)NCc2nc3ccccc3n2C)cc1 (configuration not stated),?
CSc1cccc(NC(=O)Cn2c(C)cc3nc4n(c(=O)c32)CCCCC4)c1,?
CC(=O)NC1(C)CCN(Cc2cccc(-c3ccc(N4CCOCC4)cc3)c2)C1 (configuration not stated),-3.4%[44.1 µM]
Cc1ccc(N(Cc2cccs2)C(=O)c2ccc(OC(C)C)cc2)cc1,?
CC1=Nc2cc(C(=O)NC(C)C)ccc2Sc2ccc(C)cc21,11.2µM*
CCOc1ccc(CNC(=O)CS(=O)(=O)c2cccc3nsnc23)cc1,i
Cc1ccc(NC(=O)N2CCC(CCNC(=O)c3ccco3)CC2)cc1F,?
Cc1cnc(NC(=O)c2ccc3c(c2)OCCN(CCC(C)C)C3)s1,?
CC(C)CNC(=O)Cc1ccc(N(Cc2cccc(F)c2)C(=O)c2ccco2)cc1,-25.1%
CCOC(=O)C1CCCN(S(=O)(=O)c2cc(Br)cc3c2N(C(=O)CC)CC3)C1 (configuration not stated),3.55µM*
Cc1ccn2c(Nc3ccc4c(c3)OCO4)c(-c3ccc(O)cc3)nc2c1,12.6µM*
CCOC(=O)c1cc(-c2ccc(C)cc2)n(CCC(=O)NCCc2ccc(C)cc2)c1C,i
CCOc1ccccc1NC(=O)N1CCCC1c1nc(CCOCC2CCOCC2)no1 (configuration not stated),-21.3%
Cc1noc2c(N3CCNC(=O)C3)cc(-c3cccs3)nc12,-0.1%[44.1 µM]
O=C1NC(C(=O)Nc2ccccc2)Cn2cccc21 (configuration not stated),-22.0%
Cc1ccc(NC(=O)C2CC(=O)N(c3n[nH]c4cc(Br)ccc34)C2)cc1 (configuration not stated),8.7%
CS(=O)(=O)c1ccc(CN2C[C@@H]3C[C@H]2C(=O)N(Cc2ccc(OC(F)(F)F)cc2)c2ccccc2O3)cc1,?
CCS(=O)(=O)N1CCCC(Cc2ncc(C)n2C(C)C)C1 (configuration not stated),i
O=C1[C@@H]2C[C@@H](CN2Cc2nccs2)Oc2ccccc2N1Cc1ccc(OC(F)(F)F)cc1,?
CC(=O)N1CCN(C(=O)C(=O)Nc2c3c(nn2-c2ccc(Cl)cc2)CSC3)CC1,-29.6%
COc1ccc(-c2cc(N3CCCC(NC(=O)c4cccc(C(F)(F)F)c4)C3)n[nH]2)cc1 (configuration not stated),1.26µM*
Cc1nc2nc(SCC(=O)NCc3ccccc3Cl)nn2c(C)c1Cc1ccccc1,27.8%
CCOC(=O)c1c(C)[nH]c(C)c1S(=O)(=O)N1CCC(C(=O)NCc2ccccc2)CC1,i
OC1CN(Cc2ccccc2)CCN(C2CCN(c3ccccc3F)CC2)C1 (configuration not stated),?
O=C(NCc1ccccc1)O[C@H]1COCCN(c2nc3ccccc3s2)C1,-3.3%[44.1 µM]
Cc1ccc(CCNC(=O)c2ccc(CS(=O)(=O)c3ccc(Br)cc3)o2)cc1,10.8%
CCCCOc1ccc(NC(=O)c2cc3c(n(-c4ccc(Cl)cc4)c2=O)CCCC3=O)cc1,18.1%

# As entered above.
# Pf Dd2 growth with O=C(NCc1ccccc1)O[C@H]1COCCN(c2nc3ccccc3s2)C1 is entered as -3.3%[44.1 µM]
# Pf Dd2 growth with CC1(C)N=C(c2ccc(F)cc2)C(=O)N1CC(=O)Nc1ccccc1Cl is entered as 36.8%[activator]
# Pf Dd2 growth with COc1ccc(-c2cc(N3CCCC(NC(=O)c4cccc(C(F)(F)F)c4)C3)n[nH]2)cc1 (configuration not stated) is entered as 1.26µM*
# Pf Dd2 growth with COCCN1C(=O)CS(=O)(=O)C12CCN(C(=O)c1ccc(C)cc1)CC2 is entered as 4.9%

# The listing continues:
SMILES,Pf Dd2 growth
CCN(C(=O)CSc1nc2ccccc2n1CC(=O)Nc1ccc(F)cc1F)c1ccccc1,-7.3%
CC(C)CN(CC(C)C)C[C@H]1O[C@H](Cc2cc(COc3ccccc3)on2)CC[C@@H]1O,?
O=C1CCN(Cc2cccnc2)CCCC(C(=O)NCCCN2CCOCC2)CCN1 (configuration not stated),5.1%
Cc1nn(C)cc1C(=O)N1CCC2(CC1)CN(c1ncccn1)CC2CO (configuration not stated),?
Cc1ccc(CN2CCC(N3CCCC(C(=O)NCCc4ccccc4)C3)CC2)o1 (configuration not stated),?
Cc1cc(C(=O)N[C@H]2[C@H](O)[C@H](O)C[C@@H]2c2cccnc2)n(C)n1,10.6%[44.1 µM]
Cc1noc(C)c1-c1cc2c(c(-c3ccccc3Oc3ccccc3)c1)C(=O)N(C)C2,?
CN(C)c1ccc(CNC(=O)C(Cc2ccccc2)NS(=O)(=O)c2ccc3c(c2)oc(=O)n3C)cc1 (configuration not stated),10.2%
CN(C)c1cccc(C(=O)N2CCC3(CC2)NC(=O)N(Cc2ccccc2)C3=O)c1,?
CN1C(=O)CCC2(CNC(=O)c3nn(C)c4ccccc34)CCC=C12 (configuration not stated),-21.0%
COCCN1CCCCCC(O)c2cc(C(=O)NCCCN3CCCc4ccccc43)ccc21 (configuration not stated),-19.7%
O=C(c1ccc[n+]([O-])c1)N1CCC2(CCCN(CC3CCCCC3)C2=O)C1 (configuration not stated),2.3%
Cc1ccc(N2CCN(c3c(CN4CCCC4)c(=O)oc4ccccc34)CC2)c(C)c1,?
CCOc1cc(CNC(=O)c2ccc3nc(C(C)C)oc3c2)cc(OCC)c1OCC,11.7%
O=C1[C@@H]2C[C@@H](CN2Cc2ncc[nH]2)Oc2ccccc2N1Cc1ccc(OC(F)(F)F)cc1,i
Cc1cc(C(=O)N[C@@H]2CCC[C@@H](C(=O)N3CCN(C)CC3)CC(=O)N(C)C2)no1,7.6%[44.1 µM]
COc1ccc(NC(=O)Cn2cc(S(=O)(=O)c3ccc(C)cc3)c(=O)c3ccccc32)cc1OC,-14.8%
CNC(=O)CC1C(=O)NCCN1C(=O)c1cc(COc2ccccc2)[nH]n1 (configuration not stated),-4.2%
Cc1cccc(CNC(=O)[C@H]2CCC[C@H]2NC(=O)c2cnc(C)cn2)c1,-5.0%
CN1CCCC2(CCN(C(=O)CCc3ccc(Cl)cc3)C2)C1=O (configuration not stated),-4.4%
CCN(Cc1ccccn1)C(=O)c1coc(COc2ccc3c(c2)OCO3)n1,6.5%
Cc1ccc(-n2c(=O)c3ccc(C(=O)NCc4ccco4)cc3n(Cc3ccc(Cl)cc3)c2=O)cc1,-13.7%
Cc1cccc(CNC(=O)CCc2conc2-c2ccc(F)cc2)c1,-7.5%
OCC1(CN2CCCC2)CCN(Cc2cc(F)cc(Cl)c2)CC1,?

# Part of the list above in another layout.
structure: Cc1ccc(N2CCN(c3c(CN4CCCC4)c(=O)oc4ccccc34)CC2)c(C)c1
  Pf Dd2 growth: ?

structure: CCOc1cc(CNC(=O)c2ccc3nc(C(C)C)oc3c2)cc(OCC)c1OCC
  Pf Dd2 growth: 11.7%

# 2 of the compounds above, with tabs:
SMILES	Pf Dd2 growth
COc1ccc(-c2cc(N3CCCC(NC(=O)c4cccc(C(F)(F)F)c4)C3)n[nH]2)cc1 (configuration not stated)	1.26µM*
Cc1noc2c(N3CCNC(=O)C3)cc(-c3cccs3)nc12	-0.1%[44.1 µM]

# Later entries.
SMILES,Pf Dd2 growth
CC(C)C[C@@H](NC(=O)C1=C[C@@H](NC(=O)c2ccco2)[C@@H](O)[C@H](O)C1)C(N)=O,13.9%[44.1 µM]
CCS(=O)(=O)N1C[C@@H](COc2cccnc2)[C@H](c2ccccn2)C1,7.7%
COc1ccc(N2Cc3cccc(C(=O)Nc4ccc(C)cc4)c3C2=O)cc1,i
COc1ccc(CCNC(=O)c2cccc(Nc3nc4ccccc4nc3-n3nc(C)cc3C)c2)cc1OC,-14.1%
CC(=O)C1=C(c2ccc(C)cc2)N(C(C)=O)n2c(nnc2C2CCCCC2)S1,?
CC(C)(C)c1ccc(-c2nc3cc(NC(=O)c4cc5ccccc5o4)ccc3o2)cc1,?
CCCNC(=O)N(C1CCOCC1)C1CCN(C(=O)CCC(=O)c2ccc(F)cc2)CC1,?
CN(Cc1cnccn1)C(=O)c1csc2nc(-c3cccc(C(F)(F)F)c3)cn12,i
Cc1cccc(N2CCN(C(=O)CCn3ccn4nc5c(c4c3=O)CCCC5)CC2)c1,?
COc1ccc(C(=O)N[C@@H]2CCC[C@@H]2C(=O)NCc2cccnc2)cc1,11.8%
CCOc1ccc2c(n1)CCN(C(=O)Nc1cccc(CC)c1)C2,?
C#C[C@H]1CN2CC[C@H]1C[C@@H]2CNC(=O)Nc1cccc(C(F)(F)F)c1,?
CCCCCC(=O)Nc1nc2c(s1)C[C@@H]1[C@](C)(CO)[C@H](O)CC[C@@]1(C)[C@@H]2CC(=O)N[C@H](C)c1ccccc1,5.01µM*
COc1ccc(Nc2ccc3c(n2)CN(Cc2ccccc2C)C(=O)CO3)cc1,?
COc1cccc(CNC(=O)[C@@H]2C[C@@H](O)CN2C2CCN(C(=O)Cc3ccc(Cl)cc3)CC2)c1,12.6µM*
CN(Cc1cccnc1)C(=O)c1ccc(N2CC3CC(C2)[C@H]2CCCC(=O)N2C3)nc1 (some centres not stated),i
O=c1c2ccccc2nc(/C=C/c2ccccc2)n1-c1ccccc1F,i
COc1cccc(CC(=O)N2CCCC3(C2)NC(=O)N(Cc2ccc(C)cc2)C3=O)c1 (configuration not stated),63.0%[activator]
O=C(NCc1ccc(Cl)cc1)C1Cn2cccc2C(=O)N1Cc1cccnc1 (configuration not stated),?
COC(=O)c1sccc1S(=O)(=O)N1CCN(c2ccc(Cl)cc2)CC1,41.8%[activator]
O=C(c1cnc2c(c1)N(Cc1ccccc1)CCC2)N1CC[S+](=O)([O-])CC1,-8.4%[44.1 µM]
O=C(CSc1oc(-c2ccco2)nc1S(=O)(=O)c1ccc(Cl)cc1)c1ccc(Cl)cc1,-15.0%
Cc1ccccc1CN1CCCN(CC(=O)Nc2c(C)cccc2C)S1(=O)=O,50.9%[activator]
CCN(CC)[C@H]1C[C@@H](Cc2cc(CO)on2)C1(C)C,-24.7%[44.1 µM]
O=C(NCc1cccnc1)c1nc(-c2ccc(Cl)nc2)c2ccccn12,58.5%[activator]
COc1ccc(CC(=O)N2Cc3ccccc3CC3(CCN(CC4CCNC4)C3)C2)cc1 (configuration not stated),?
COc1ccccc1-c1nc(C(=O)NCc2ccc3c(c2)OCO3)n2ccccc12,?
COCc1cc(=O)n(CC(=O)Nc2cc(C)ccc2OC)c(N2CCOCC2)n1,?

# Screens as filed in PubChem BioAssay.
